NR2E3 ag-1 – activates human NR2E3 receptor; AID 602229; CHO-S Gal4-NCOR/VP16-NR2E3 two-hybrid, luciferase; Q9Y5X4; hit rate 0.35% among 360,000; inhibition of corepressor binding, % at 3.98 µM;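 active = inhibition above the mean of all tested compounds plus 3 SD, cut at about 70% in these data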;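 note: 0% = DMSO with NR2E3 transfected cells and 100% = cells lacking NR2E3 construct; higher means lower luciferase signal from less NR2E3 corepressor binding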
Target sequence (Q9Y5X4 whole entry, looked up, the tested form may be a part): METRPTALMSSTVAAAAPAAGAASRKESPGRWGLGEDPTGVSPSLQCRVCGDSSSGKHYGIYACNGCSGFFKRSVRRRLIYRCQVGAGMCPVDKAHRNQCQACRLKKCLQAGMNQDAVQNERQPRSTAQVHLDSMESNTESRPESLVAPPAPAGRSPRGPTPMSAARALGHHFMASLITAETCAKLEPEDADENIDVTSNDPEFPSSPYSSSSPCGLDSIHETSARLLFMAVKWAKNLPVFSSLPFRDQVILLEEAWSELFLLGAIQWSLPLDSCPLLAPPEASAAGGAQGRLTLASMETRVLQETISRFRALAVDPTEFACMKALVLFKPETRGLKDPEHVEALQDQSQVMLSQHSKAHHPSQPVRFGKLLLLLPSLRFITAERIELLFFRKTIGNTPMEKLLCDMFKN
NR2E3 ag-2 – agonists of human nuclear receptor NR2E3. hit rate 0.12% among 320,000. inhibition of corepressor binding, % at 4.78 µM. AID 2300. GST-NR2E3/biotin-RetCOR TR-FRET, 1536-well. Q9Y5X4;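 active = percent inhibition above the cutoff of mean plus 3 SD of all tested compounds, set per screening campaign, cut at about 20% in these data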;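 note: 0% = DMSO wells and 100% = biotin wells as full block of FRET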
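Material: NR2E3–RetCOR corepressor complex / Incubation: Compound–protein incubation for 5 h at 4 °C / Dosing: compound at 4.8 µM, single dose / Detection: time-resolved FRET / Benchmarks: high control biotin, low control 0.6% DMSO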
TROY signal inh – blocks TROY-dependent signaling in reporter cells; hit rate 0.98% among 360,000; Q293 LMP1-TROYcd NF-kB luciferase reporter, 4 h; AID 1347056; inhibition, % at 10 µM;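 active = compounds whose plate-normalised and pattern-corrected inhibition of the luciferase reporter signal at the single screening dose is 50% or more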
TWEAK-Fn14 inh – TWEAK-Fn14 signaling inhibition; TWEAK-stimulated Fn14 reporter cells, luciferase luminescence, 8 h; inhibition, % at 10 µM; hit rate 2% among 360,000; AID 1159606; in the data active = inhibition above about 50%
CF NFkB inh – inhibitors of cystic fibrosis induced NF-kB; KKLEB NF-kB-GFP reporter, PAF-induced, GFP fluorescence overnight; inhibition, % at 5 µM; hit rate 0.86% among 360,000; AID 588850;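 active = at least 50% inhibition at 5 µM, scaled per plate between neutral and stimulator controls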;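 note: PAF is a Pseudomonas aeruginosa culture filtrate used as stimulus; plate controls were PAF-stimulated DMSO wells for no effect and unstimulated DMSO wells for full effect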
KKLEB cytotox – CF airway cell cytotoxicity counter-screen. KKLEB CF airway cells viability, ATPlite luminescence, overnight; active compounds read low; cells stimulated with P. aeruginosa culture filtrate. activity change (cytotoxicity), % at 5 µM. hit rate 0.36% among 360,000;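 active = corrected activity change at or below -50% at 5 µM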
TRPM1 prom inh – MITF TRPM1 promoter inhibition in SK-MEL-5 cells; AID 488899; inhibition, % at 12.5 µM; SK-MEL-5 TRPM1 promoter luciferase, 24 h; hit rate 0.83% among 330,000;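 active = mean inhibition across replicates of 60% or more, whatever share of single replicates reaches that level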; note: values of inactives mirror those of a sister screen read the other way
Peg3 promoter – inhibitors of Peg3 promoter | HeLa PEG-Prom luciferase reporter, luminescence, overnight | inhibition, % at 20 µM | hit rate 1.7% among 360,000;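 active = inhibition of at least 50% at 20 µM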
TRAIL sens C8 – caspase-8 TRAIL sensitization; NB7+C8 cells + TRAIL, ATPlite viability luminescence; inhibition (viability loss, TRAIL sensitization), % at 10 µM; hit rate 1% among 360,000;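 active = compounds causing at least 50% loss of cell viability in the single-dose screen, relative to plate controls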
HIF-2a inh – inhibitors of HIF-2a | hit rate 0.72% among 360,000 | inhibition, % at 18.8 µM | 786-0 RCC cells HIF-2a reporter, luciferase luminescence, overnight;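 active = inhibition of the luminescence signal of 40% or more relative to plate controls, in a single-dose primary screen at 18.75 µM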
Shn3 3UTR inh – reduces Shn3 3'UTR luciferase signal in osteoblasts; AID 588674; hit rate 0.52% among 360,000; inhibition, % at 12.5 µM; Clone20 osteoblast Shn3 3'UTR firefly luciferase, 24 h;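 active = mean inhibition of at least 75% with every replicate also reaching 75%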;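 note: 0% = median of neutral control wells and 100% = pilot-screen positive control compound; some compounds past the cut are filed as inactive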
Numbers without * were called inactive; · = not tested or not shown.

The line under a structure holds: NR2E3 ag-1	NR2E3 ag-2	TROY signal inh	TWEAK-Fn14 inh	CF NFkB inh	KKLEB cytotox	TRPM1 prom inh	Peg3 promoter	TRAIL sens C8	HIF-2a inh	Shn3 3UTR inh
> O=C(CCC(=O)NNc1nc2ccccc2c2nc(-c3ccccc3)nn12)NCCCN1CCOCC1
    -10	1	-34	12	-18	-20	3	-11	6	-35	77
> CNCCCC1Sc2ccccc2Oc2ccccc21 (stereo not given)
    -8	0	4	14	-5	5	-40	43	30	22	-5
> O=C(CN1CCN(S(=O)(=O)c2ccccc2F)CC1)Nc1ccnn1C1CCCC1
    9	0	-19	3	14	7	-7	15	13	-1	2
> CCCCCCN=CC1=C(O)CC(C)(C)CC1=O
    -5	2	-17	-2	-15	2	-5	-1	-12	7	-14
> CCc1nnc(NC(=O)CSc2nnc(-c3ccccc3NC(=O)c3ccccc3)o2)s1
    3	2	36	-36	-2	-8	4	25	-1	4	-1
> O=C(CCc1ccccc1)OCCN1CCOCC1
    -5	-1	3	3	-10	10	2	-13	22	-1	-25
> C[C@H]1CCC[C@@]2(O[C@@H](CCO)C[C@H](O)[C@H]2O)O1
    -23	1	-2	-15	-4	-6	4	10	-12	17	-1
> O=C(CNC(=O)c1ccccc1)OCc1cccc([N+](=O)[O-])c1
    -30	0	14	-4	-13	6	6	11	-8	9	3
> COc1ccc(CN(C)Cc2c(O)ccc3ccccc23)cc1
    19	1	10	23	-10	10	3	2	-16	8	12
> CC1(C(=O)NCc2ccc3c(c2)OCO3)CCN1C(=O)Cc1cccc2ccccc12 (stereo not given)
    9	·	-14	13	6	-2	·	13	-9	14	-1
> COc1ccc(C2=NN(CN3C(=O)C(=O)c4ccccc43)C(c3ccc(C)cc3)C2)cc1 (stereo not given)
    -95	-2	-25	-11	17	-5	-44	-163	-2	-236	-98
> Cc1cccc(C)c1NC(=O)CNC(=O)c1ccc2c(c1)OCCO2
    36	3	-22	-2	-20	20	-2	-8	-16	8	-19
> CC(C)(C)c1ccc(C(=O)OCC(=O)NCc2ccco2)cc1
    -10	2	15	40	21	-15	14	-3	28	11	8
> Nc1nc(Nc2ccccc2)nc(C(F)(F)F)n1
    -30	2	-17	-9	8	0	-6	-42	6	-62	-11
> Cc1nccn1CCC(=O)NC1CC(C)(C)Cc2c1cnn2-c1ccccc1 (stereo not given)
    -34	·	-25	2	-4	-6	·	1	-10	2	6
> CCc1ccc(-c2nn(Cc3ccccc3)cc2/C=C/C(=O)O)cc1
    0	1	-18	17	21	-9	-1	-2	-2	-17	4
> COc1ccc(CNC(=O)[C@H](C)NC(=O)C2CC(=O)N(c3ccc(OC)cc3)C2)cc1 (stereo not given in full)
    -11	0	9	4	-10	2	21	-5	-34	1	5
> O=C1CC(c2ccccc2F)C2=C(COC2=O)N1 (stereo not given)
    12	1	-11	4	-22	5	-4	2	4	8	-15
> CCCOc1ccc(-c2cnc(SCC(N)=O)nc2N)cc1
    8	0	-2	-10	-3	-4	-7	-5	24	-43	0
> Clc1ccc2c(NCc3cccs3)ncnc2c1
    19	0	3	38	5	-3	22	11	7	8	76
> CS(=O)(=O)Nc1ccc(C(=O)NC2CCCC2)cc1
    -15	6	12	0	-18	6	-8	5	-9	13	-1
> C=CCN=C1CCCc2c1[nH]c1ccc(C)cc21
    -13	2	-43	-24	-8	-11	27	2	0	-166	-24
> Cc1onc(-c2c(F)cccc2Cl)c1C(=O)OCC(=O)NC1CC1
    -17	5	-4	-16	-2	3	-26	12	-16	11	-6
> Cc1cccc(NC(=O)c2cnn3ccccc23)c1C
    -80	-1	-34	-17	14	-5	-86	-121	8	-236	·
> Cc1ccc(-c2cc(-c3ccccc3O)nc(N/N=C/c3cccnc3)n2)cc1
    -18	0	-26	-4	-55	21	-32	-98	31	-105	55
> COc1ccccc1/C=C1\SC(=S)N(N2C(=O)CCCC2=O)C1=O
    15	1	10	6	-6	-4	10	-10	0	0	5
> Cc1c(C(=O)N2CCC2)oc2c(F)cccc12
    11	·	-7	-12	-35	-2	0	4	-5	-3	0
> Cc1cccc(C(=O)NC2CCN(C(=O)Nc3ccc(F)cc3)CC2)c1
    -50	2	0	6	-5	-3	4	-1	-13	2	11
> CCC(=O)Nc1nc(CC(=O)Nc2ccccc2)cs1
    -4	1	4	10	-14	4	0	8	0	4	5
> Cc1cc(C)cc(C(=O)NCC(=O)N2CCN(C(c3ccccc3)c3ccccc3)CC2)c1
    -22	-2	23	33	-11	-11	14	22	9	15	9
> Cc1nn(C(=O)CNC(=O)c2ccccc2)c(C)c1C
    -26	-4	-24	-11	-10	20	-2	-11	-3	-9	-7
> CCNS(=O)(=O)c1cc(S(C)(=O)=O)ccc1Cl
    -23	4	6	-7	-1	2	1	-4	4	4	-2
> COc1cccc(NC(=O)CSc2nnc(-c3cc(-c4ccccn4)nc4ccccc34)o2)c1
    -27	-3	16	5	0	-4	-6	6	0	-4	3
> CCN1C[C@@H]2[C@@H]3C(=O)N(Cc4ccccc4)C(=O)[C@@H]3[C@](Cc3ccccc3)(C(=O)OC)N2C1=NC1CCCCC1
    8	·	-1	2	6	-7	7	-1	-7	-3	-14
> CCSc1nc(NCCN(C)C)c2c3c(sc2n1)COC(C)(CC)C3 (stereo not given)
    10	-3	0	-7	-9	-1	-2	2	12	-5	-5
> CC(C(=O)c1ccccc1)n1cnc2ccccc2c1=O (stereo not given)
    -5	3	-6	-2	-11	-9	-2	2	2	-2	-26
> CCCCOc1cccc(C(=O)O)c1
    -23	-1	2	11	13	7	-1	3	17	4	4
> C[C@@H]1OC(C2CCCCC2)N(C)[C@H]2C[C@H]3c4[nH]c5ccccc5c4CCN3C[C@@H]12 (stereo not given in full)
    0	·	-3	4	-7	-10	·	-15	-2	-8	14
> CNC(=O)c1oc(-c2ccc(Cl)cc2)nc1C
    2	4	-5	6	-9	-1	-4	-24	4	-37	-3
> CC(=NNc1nc2ccccc2o1)c1cc2ccccc2cn1
    27	·	-19	34	-10	-7	58	89*	17	-57	80
> CCOC1(NC(=O)c2ccccc2)C(C)=CC(=O)C=C1C
    -3	1	6	16	-6	7	-4	18	-4	14	-10
> COc1ccc(/C=C/C(=O)c2c(O)c(OC)c3occc3c2OC)cc1
    -24	·	20	38	11	-21	-16	38	1	-18	-16
> CCC(C)NC(=O)CC(NS(=O)(=O)c1ccc(C)cc1)c1ccc(OC)cc1 (stereo not given)
    -16	-1	10	-1	-7	5	-4	2	-3	13	13
> O=c1nc2n(CCO)c3ccccc3cc-2c(=O)[nH]1
    -15	·	-10	12	-39	11	6	11	-15	10	10
> CCOc1ccc(S(=O)(=O)NCC2CCCO2)cc1 (stereo not given)
    1	2	10	-13	12	14	9	3	-16	5	5
> CCOC(=O)C1Oc2ccccc2C(c2ccc(F)cc2)=C1C(=O)OC (stereo not given)
    -16	·	1	-22	-16	12	-10	16	2	8	-6
> CSCCC(NC(=O)COc1ccccc1)C(=O)OC(C)C(=O)Nc1ccccc1C (stereo not given)
    -10	3	6	6	16	-29	0	-7	-7	15	10
> Cc1ccc(-c2nc3ncccc3o2)cc1NC(=O)Cc1ccc(Cl)cc1
    -11	2	7	-6	-6	-4	-9	51*	-3	-2	-3
> C=CCNc1nnc(SC2CC(=O)N(c3ccc(OC)cc3)C2=O)s1 (stereo not given)
    4	1	16	10	6	-3	1	15	5	1	-2
> Cc1nc2c(oc3ccc(Cl)cc32)c(=O)[nH]1
    -29	-2	-14	-9	0	3	-1	-7	8	-16	9
> Cc1ccc(NC(=O)CCS(=O)(=O)c2ccc(Br)cc2)nc1
    7	0	-3	-3	12	-35	8	12	-3	13	-8
> CCOC(=O)[C@]12CCCC=C1N(Cc1cccc3ccccc13)C(=O)[C@H](CC(=O)NCCCN1CCCC1=O)C2
    -3	·	-17	2	·	·	·	·	0	9	·

Structures shown so far with a halogen (13):
The line under a structure holds: NR2E3 ag-1	NR2E3 ag-2	TROY signal inh	TWEAK-Fn14 inh	CF NFkB inh	KKLEB cytotox	TRPM1 prom inh	Peg3 promoter	TRAIL sens C8	HIF-2a inh	Shn3 3UTR inh
> O=C(CN1CCN(S(=O)(=O)c2ccccc2F)CC1)Nc1ccnn1C1CCCC1
    9	0	-19	3	14	7	-7	15	13	-1	2
> Nc1nc(Nc2ccccc2)nc(C(F)(F)F)n1
    -30	2	-17	-9	8	0	-6	-42	6	-62	-11
> O=C1CC(c2ccccc2F)C2=C(COC2=O)N1 (stereo not given)
    12	1	-11	4	-22	5	-4	2	4	8	-15
> Clc1ccc2c(NCc3cccs3)ncnc2c1
    19	0	3	38	5	-3	22	11	7	8	76
> Cc1onc(-c2c(F)cccc2Cl)c1C(=O)OCC(=O)NC1CC1
    -17	5	-4	-16	-2	3	-26	12	-16	11	-6
> Cc1c(C(=O)N2CCC2)oc2c(F)cccc12
    11	·	-7	-12	-35	-2	0	4	-5	-3	0
> Cc1cccc(C(=O)NC2CCN(C(=O)Nc3ccc(F)cc3)CC2)c1
    -50	2	0	6	-5	-3	4	-1	-13	2	11
> CCNS(=O)(=O)c1cc(S(C)(=O)=O)ccc1Cl
    -23	4	6	-7	-1	2	1	-4	4	4	-2
> CNC(=O)c1oc(-c2ccc(Cl)cc2)nc1C
    2	4	-5	6	-9	-1	-4	-24	4	-37	-3
> CCOC(=O)C1Oc2ccccc2C(c2ccc(F)cc2)=C1C(=O)OC (stereo not given)
    -16	·	1	-22	-16	12	-10	16	2	8	-6
> Cc1ccc(-c2nc3ncccc3o2)cc1NC(=O)Cc1ccc(Cl)cc1
    -11	2	7	-6	-6	-4	-9	51*	-3	-2	-3
> Cc1nc2c(oc3ccc(Cl)cc32)c(=O)[nH]1
    -29	-2	-14	-9	0	3	-1	-7	8	-16	9
> Cc1ccc(NC(=O)CCS(=O)(=O)c2ccc(Br)cc2)nc1
    7	0	-3	-3	12	-35	8	12	-3	13	-8

Screening results from PubChem BioAssay.

The list is partial (hit frequency here may not be typical).
